# Bioassay records (PubChem BioAssay)
# Yp Topo-I inh = Yersinia pestis topoisomerase I inhibitors, primary screen, biochemical, cleavage product accumulation, plate reader, single point. Y. pestis Topo-I cleavage product accumulation. activity, % at 10 µM. actives 0.064% (n = 360,000); in the data active = activity above about 50%, passing the limit was not always enough; note: inactives centre near 2
# 3CLpro inhibitor = SARS-CoV 3CLpro protease inhibitors, primary screen, biochemical, quenched FRET; actives 0.14% (n = 290,000); Replicase polyprotein 1ab (Severe acute respiratory syndrome coronavirus), P0C6X7; inhibition, % at 6 µM; recombinant SARS-CoV 3CLpro, quenched FRET peptide cleavage; in the data active = inhibition above about 12%
# Anthrax LF inh2 = Bacillus anthracis LF protease inhibitors, primary screen, biochemical, multiplex microsphere, MLPCN library; actives 0.12% (n = 360,000); multiplex microsphere protease cleavage assay; Lethal factor (Bacillus anthracis), P15917; AID 588501, 2011; inhibition, % at 10 µM; in the data active = inhibition above about 30%; note: plate controls were buffer without enzyme for full effect and enzyme alone for no effect
# PfHsp40 rescue = rescue of yeast from PfHsp40 toxicity, primary screen, S. cerevisiae, ATP luminescence. S. cerevisiae expressing PfHsp40, growth rescue. growth rescue, % at 12.5 µM. actives 0.68% (n = 340,000). AID 504582, 2011; in the data active = growth rescue above about 28%, passing the limit was not always enough;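 note: yeast W303a lacking pdr1 and pdr3 grown in galactose medium; growth measured after three days at 30 °C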
# DUSP3 inh = VHR1 phosphatase inhibitors, primary screen, biochemical, absorbance, uHTS; Dual specificity protein phosphatase 3 (Homo sapiens), P51452; recombinant VHR phosphatase, pNPP absorbance; inhibition, % at 13.3 µM; actives 0.52% (n = 290,000); in the data active = inhibition above about 50%; note: some compounds called inactive have numbers as strong as hits
# PriA SSB inh = inhibitors of Klebsiella pneumoniae PriA binding to SSB C-terminal tail, primary screen, biochemical, AlphaScreen; PriA–SSB C-terminal tail interaction (Klebsiella pneumoniae); AlphaScreen SSBct-PriA binding, biotinylated peptide; inhibition, % at 33 µM; actives 0.6% (n = 430,000); in the data active = inhibition mostly above about 37%, no sharp cut-off; inactive = mostly below about 20%;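 note: plate controls were negative control peptide for no effect and reference peptide for full effect; strong numbers were not always called active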
# Vc quorum ag = inducers of Vibrio cholerae quorum light production without autoinducers, primary screen, BH1578 luxS cqsA deficient, single point; actives 0.16% (n = 350,000); activation, % at 18.7 µM; V. cholerae BH1578 lux reporter, luminescence, 6 h; in the data active = activation mostly above about 9.7%, no sharp cut-off; note: not every result past the cut was called active; inactives centre near 0; reference of the scale not given here
# Rv3671c inh = Rv3671c serine protease inhibitors, primary screen, biochemical, fluorescence polarization, M. tuberculosis H37Rv. inhibition, % at 5.96 µM. actives 0.048% (n = 320,000); in the data active = inhibition above about 38%;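 note: extracellular domain of Rv3671c used as enzyme; 0% = enzyme with DMSO and 100% = no enzyme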
# TcdB GH inh = TcdB glycohydrolase inhibitors, primary screen, biochemical, single point, plate reader; inhibition, % at 9.99 µM; TcdB glycohydrolase enzymatic assay; actives 0.24% (n = 350,000); in the data active = inhibition above about 10%
# Target sequence (P18177 whole entry, looked up): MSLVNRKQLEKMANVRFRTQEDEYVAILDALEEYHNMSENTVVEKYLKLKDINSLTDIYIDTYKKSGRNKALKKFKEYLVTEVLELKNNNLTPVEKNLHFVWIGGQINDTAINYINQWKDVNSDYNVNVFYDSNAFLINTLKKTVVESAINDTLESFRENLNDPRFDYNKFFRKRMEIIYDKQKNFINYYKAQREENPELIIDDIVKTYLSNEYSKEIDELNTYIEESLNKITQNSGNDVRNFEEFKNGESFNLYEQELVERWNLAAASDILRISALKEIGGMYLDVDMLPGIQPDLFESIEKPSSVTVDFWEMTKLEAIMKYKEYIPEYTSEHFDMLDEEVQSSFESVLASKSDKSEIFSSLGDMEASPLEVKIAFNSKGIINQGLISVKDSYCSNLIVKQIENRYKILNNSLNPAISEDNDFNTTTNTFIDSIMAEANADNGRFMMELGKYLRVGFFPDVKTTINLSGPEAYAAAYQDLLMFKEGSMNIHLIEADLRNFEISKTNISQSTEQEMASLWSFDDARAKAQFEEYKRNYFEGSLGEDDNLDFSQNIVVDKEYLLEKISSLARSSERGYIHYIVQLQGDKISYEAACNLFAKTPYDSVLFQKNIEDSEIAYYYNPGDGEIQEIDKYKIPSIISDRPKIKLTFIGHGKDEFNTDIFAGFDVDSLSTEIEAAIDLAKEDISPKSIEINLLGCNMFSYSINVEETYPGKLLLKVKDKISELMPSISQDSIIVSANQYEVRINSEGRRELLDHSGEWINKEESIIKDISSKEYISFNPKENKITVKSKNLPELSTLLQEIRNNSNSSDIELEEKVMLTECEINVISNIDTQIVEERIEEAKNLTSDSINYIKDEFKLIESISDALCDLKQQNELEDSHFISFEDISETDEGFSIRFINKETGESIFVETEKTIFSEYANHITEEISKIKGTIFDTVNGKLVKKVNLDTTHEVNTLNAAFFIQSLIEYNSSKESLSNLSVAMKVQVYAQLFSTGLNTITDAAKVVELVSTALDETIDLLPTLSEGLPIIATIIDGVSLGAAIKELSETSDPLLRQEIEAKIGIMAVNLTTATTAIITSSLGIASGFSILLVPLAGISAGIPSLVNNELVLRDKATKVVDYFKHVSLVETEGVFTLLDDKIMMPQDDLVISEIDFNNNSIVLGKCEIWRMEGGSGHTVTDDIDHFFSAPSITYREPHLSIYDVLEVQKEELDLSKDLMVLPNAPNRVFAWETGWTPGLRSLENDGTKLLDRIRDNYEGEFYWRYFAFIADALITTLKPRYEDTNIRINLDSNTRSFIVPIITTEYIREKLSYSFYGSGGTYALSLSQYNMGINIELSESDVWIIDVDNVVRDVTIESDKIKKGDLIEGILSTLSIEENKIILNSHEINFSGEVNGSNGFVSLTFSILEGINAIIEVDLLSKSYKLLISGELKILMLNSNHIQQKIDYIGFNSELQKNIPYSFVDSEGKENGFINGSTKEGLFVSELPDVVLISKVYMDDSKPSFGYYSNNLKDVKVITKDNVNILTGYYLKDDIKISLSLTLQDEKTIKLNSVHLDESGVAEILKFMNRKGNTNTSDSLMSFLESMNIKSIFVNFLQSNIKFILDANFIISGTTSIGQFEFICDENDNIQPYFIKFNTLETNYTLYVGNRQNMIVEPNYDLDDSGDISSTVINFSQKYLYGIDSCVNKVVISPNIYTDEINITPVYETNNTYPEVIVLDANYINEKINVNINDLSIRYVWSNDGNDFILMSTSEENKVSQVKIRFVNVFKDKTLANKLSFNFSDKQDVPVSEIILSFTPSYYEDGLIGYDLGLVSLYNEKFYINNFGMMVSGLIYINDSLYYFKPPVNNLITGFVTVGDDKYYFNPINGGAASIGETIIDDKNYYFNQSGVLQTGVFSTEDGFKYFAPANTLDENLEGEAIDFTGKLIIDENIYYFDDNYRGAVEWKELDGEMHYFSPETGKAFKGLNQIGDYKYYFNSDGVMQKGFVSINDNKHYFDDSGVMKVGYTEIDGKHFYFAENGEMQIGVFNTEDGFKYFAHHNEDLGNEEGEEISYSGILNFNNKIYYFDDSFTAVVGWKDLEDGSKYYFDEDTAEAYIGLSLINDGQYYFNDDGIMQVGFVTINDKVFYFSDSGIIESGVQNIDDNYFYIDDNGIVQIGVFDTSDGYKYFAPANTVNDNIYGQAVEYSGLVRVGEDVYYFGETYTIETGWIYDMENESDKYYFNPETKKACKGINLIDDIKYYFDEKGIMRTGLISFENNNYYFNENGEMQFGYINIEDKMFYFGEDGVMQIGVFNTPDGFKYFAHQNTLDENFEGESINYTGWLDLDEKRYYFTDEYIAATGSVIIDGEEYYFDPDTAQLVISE
# MazEF act = activators of E. coli MazEF toxin-antitoxin RNase, primary screen, biochemical, fluorescence, uHTS; FAM/BHQ RNA-DNA oligo cleavage fluorescence, 5 h; activation, % at 20 µM; actives 0.32% (n = 350,000); in the data active = activation above about 50%
# Numbers without * were called inactive; i = inactive; . = no result given; & = joins results of further samples. Only part of the results is shown. The share of hits here may be higher or lower than overall.
compound	Yp Topo-I inh	3CLpro inhibitor	Anthrax LF inh2	PfHsp40 rescue	DUSP3 inh	PriA SSB inh	Vc quorum ag	Rv3671c inh	TcdB GH inh	MazEF act
Cn1c(N)c(C(=O)COC(=O)/C=C/c2cccc(Cl)c2)c(=O)n(C)c1=O	6	.	-11	0.8	.	5	.	7	0.6	10
Cn1c(=O)n(CCOc2ccccc2Cl)c2ccccc21	22	0	0	3.2	7	-5	-0.5	0	.	-5
Cc1ccc2c(c1)nnn2C1CCN(S(=O)(=O)c2cccc(S(=O)(=O)N(C)C)c2)CC1	18	-2	-2	0.5	8	-20	-0.3	-3	.	-2
CCCN1CCC(NC(=O)CC2C(=O)NCCN2Cc2ccccc2C)CC1 (stereo not drawn)	3	-4	6	0.7	61	-10	.	10	0.0	1
COc1ccc(C2Nc3ccccc3C(=O)N2c2ccc(C)cc2)cc1Cn1nc(C)c([N+](=O)[O-])c1C (stereo not drawn)	12	-1	-5	0.4	5	11	-3.2	-1	2.4	4
Cc1ccc(OCC(=O)Nc2oc(-c3ccccc3)c(-c3ccccc3)c2C#N)cc1	0	-4	-3	-1.4	.	12	i	-46	.	11
O=C(CSc1ccccc1F)NCCN1C(=O)CSC1=O	-4	.	1	-1.4	.	0	i	0	-1.1	3
O=C(Cc1ccccc1)N1CCN(c2ncccn2)CC1	8	-1	-6	-1.3	2	-1	i	-1	1.9	-24
Cc1ccc(-c2cc(C(=O)Nc3ccccc3C)c3ccccc3n2)o1	0	2	2	4.3	22	3	-1.7	-1	.	-5
COc1ccc(N=Cc2c(O)n(C)c(=O)[nH]c2=O)cc1	8	4	5	-0.7	-16	-7	-0.9	4	-13	-3
COc1ccc(OCCOC(=O)c2nc3nccc(C)n3n2)cc1	-4	-1	0	-0.9	19	-4	-1.0	1	1.2	6
CCN1CCCC1CNC(=O)Cn1cc2c(n1)CCC(C)C2 (stereo not drawn)	11	2	4	2.5	7	-1	-0.3	3	0.5	4
C=CCN1C(=O)/C(=C\c2ccc(OC(=O)c3ccco3)c(OC)c2)SC1=S	6	-2	0	-1.0	6	9	-0.3	5	0.5	15
O=c1c2ccccc2cnn1Cc1nnc(-c2cccs2)o1	-6	-4	-1	-1.7	16	-6	-4.0	-9	2.6	-5
Cc1nn(C)c(C)c1NC(=O)COc1ccccc1C#N	1	.	-1	-0.6	.	4	i	1	-0.4	9
N#Cc1cnc2nc1NCCCCCCC2	9	.	-10	.	.	.	-11	.	1.9	6
O=C(NCCSc1c[nH]c2ccccc12)c1ccco1	1	-5	-8	0.3	12	-1	-0.6	-3	2.1	5
O=C(O)c1ccc2nc(CO)[nH]c2c1	-8	-7	-3	0.4	46	-14	i	0	.	-7
Cc1ccc(NC(=O)C2(C)CCN2CCc2ccccc2)cc1O (stereo not drawn)	14	.	-6	.	.	.	-3.3	.	-1.9	.
CC(=O)c1cccc(NC(=O)/C(=C\c2cccnc2)NC(=O)c2ccco2)c1	0	-5	-1	0.8	18	-22	-0.3	17	1.3	-2
O=C(c1cc2n(n1)C(C(F)(F)F)CC(c1ccco1)N2)N1CCc2ccccc2C1 (stereo not drawn)	4	-3	0	1.5	-12	9	-1.9	4	.	4
CCCC(=O)Nc1ncnc2c1ncn2[C@@H]1O[C@@H]2OP(=O)(O)OC[C@H]2[C@H]1OC(=O)CCC	6	.	0	-1.1	.	-2	i	1	1.4	-3
CCOc1cc(-c2nc(C)c(C(C)=O)n2O)ccc1OCC(=O)Nc1ccc(F)cc1	7	2	-1	-2.0	20	1	-1.6	-1	0.2	5
N/C(=N\OC(=O)c1ccco1)c1cccc(Br)c1	-5	-1	-2	-1.5	-4	.	-0.2	1	.	3

# Pulled one by one from the list above:
compound	Yp Topo-I inh	3CLpro inhibitor	Anthrax LF inh2	PfHsp40 rescue	DUSP3 inh	PriA SSB inh	Vc quorum ag	Rv3671c inh	TcdB GH inh	MazEF act
CC(=O)c1cccc(NC(=O)/C(=C\c2cccnc2)NC(=O)c2ccco2)c1	0	-5	-1	0.8	18	-22	-0.3	17	1.3	-2
Cc1ccc(NC(=O)C2(C)CCN2CCc2ccccc2)cc1O (stereo not drawn)	14	.	-6	.	.	.	-3.3	.	-1.9	.
C=CCN1C(=O)/C(=C\c2ccc(OC(=O)c3ccco3)c(OC)c2)SC1=S	6	-2	0	-1.0	6	9	-0.3	5	0.5	15
CCCC(=O)Nc1ncnc2c1ncn2[C@@H]1O[C@@H]2OP(=O)(O)OC[C@H]2[C@H]1OC(=O)CCC	6	.	0	-1.1	.	-2	i	1	1.4	-3
O=C(c1cc2n(n1)C(C(F)(F)F)CC(c1ccco1)N2)N1CCc2ccccc2C1 (stereo not drawn)	4	-3	0	1.5	-12	9	-1.9	4	.	4

# The list continues:
compound	Yp Topo-I inh	3CLpro inhibitor	Anthrax LF inh2	PfHsp40 rescue	DUSP3 inh	PriA SSB inh	Vc quorum ag	Rv3671c inh	TcdB GH inh	MazEF act
O=C(c1ccccc1)c1ccc(Oc2ccc([N+](=O)[O-])cc2[N+](=O)[O-])cc1	17	.	-1	0.4	.	-14	-0.8	.	0.4	-1
CC1=CC(C)(C)[N+](C)(C)c2ccc(C)cc21	0	0	-3	0.7	17	-29	1.0	-7	0.3	-9
COC(=O)Cc1cc(=O)n2[nH]c(C(F)(F)F)nc2n1	-8	1	-3	-1.3	8	-12	i	4	.	2
Cc1ccc(-c2nnc(CCC(=O)NCc3csc(C)n3)o2)s1	10	-3	-5	1.6	5	-11	i	-1	-0.1	-10
CC(=O)N1CSCC1C(=O)N1CCN(c2ccc(N3CCOCC3)nn2)CC1 (stereo not drawn)	2	3	-6	4.5	21	-12	-0.3	-7	0.6	10
CC(C)CCNC(=O)NC(=O)COC(=O)/C=C/c1cc(Br)ccc1F	-7	0	-1	-1.9	16	-15	-0.5	-12	.	3
C[N+](C)(C)CCOC(=O)CBr	0	.	-1	0.5	.	-2	3.6	2	1.2	9
Cc1ccc(S(=O)(=O)N(C)C)cc1NC(=O)COC(=O)CN1C(=O)c2ccccc2C1=O	3	.	.	-1.7	.	-1	-0.3	0	1.0	4
Cc1cc(O)c(C(C)C)cc1NC(=O)c1cccc(Cl)c1	-1	5	-4	1.1	5	-21	i	-7	2.0	7
CC(Nc1cc(N2CCN(S(=O)(=O)N(C)C)CC2)ccc1[N+](=O)[O-])c1ccccc1 (stereo not drawn)	-8	4	-3	0.0	-8	0	-0.3	-5	4.2	9
CSCCC(NC(N)=O)C(=O)NCc1ccccc1Cl (stereo not drawn)	-5	-2	-3	-1.2	27	-13	0.3	3	-1.5	-6
COc1ccc(C(=O)N(C)[C@H]2C[C@H]3c4[nH]c5ccccc5c4CCN3C(=O)[C@H]2CO)cc1	14	.	-1	.	.	.	-0.6	.	1.3	7
CCCCC(CC)C(=O)Nc1cccc(SC)c1 (stereo not drawn)	-4	3	1	1.3	6	-25	-0.6	4	0.3	-5
CCOC(=O)C1(C)NC(c2ccco2)C2C(=O)N(c3ccc(C)cc3)C(=O)C21 (stereo not drawn)	6	1	-4	-0.5	-10	3	i	-5	.	8
O=C(CCCC(=O)N(c1ccc2c(c1)OCCO2)C(C(=O)NC1CCCCC1)c1ccc(F)cc1)Nc1ccccn1 (stereo not drawn)	0	-4	-4	0.1	13	-13	i	3	.	2
Cc1occc1-c1nnc(SCC(=O)N2CCc3ccccc32)o1	-8	0	-8	0.8	6	-11	-2.3	-8	.	-3
COc1cccc(-c2cnc(C(O)c3ccc(C)cc3)[nH]2)c1 (stereo not drawn)	-4	.	3	.	.	.	i	.	0.8	.
COc1cccc2c(=O)cc(C)n(CC(=O)Nc3ccccc3C)c12	5	3	1	-1.1	23	3	-25	2	.	5
COc1ccc([C@H]2CC(=O)C=C(c3ccc4ccccc4c3)C2)cc1OC	18	.	-2	4.2	.	11	-0.3	-5	1.2	-1
Cc1ccc(-c2cc(-c3ccccc3)no2)cc1	1	.	-1	0.2	.	-10	i	10	1.2	2
Cn1c(=O)[nH]c2c(nc(-c3ccc(Cl)cc3)n2C)c1=O	1	3	-7	-0.4	6	14	i	0	0.8	-13
CCOc1ncccc1C(=O)NCc1ccc(C)cc1	1	0	2	2.6	37	-9	-0.4	0	1.3	2
Cc1ccccc1Cn1nc(C)c(NC(=O)c2nc3n(n2)C(C(F)F)CC(C)N3)c1C (stereo not drawn)	1	3	-3	-0.5	-23	-20	.	1	0.3	-2
CCC(=O)Nc1c(C(=O)N2CCN(c3ccccn3)CC2)cnn1-c1ccc(C)cc1	3	1	-2	0.7	-11	8	-0.3	3	1.0	-4
CN(c1ccccc1)S(=O)(=O)c1cccc(NC(=O)CCNC(=O)c2ccco2)c1	7	.	-8	.	.	.	-0.8	.	1.9	1
COCCn1nnnc1SCC(=O)c1ccc(F)cc1	-4	0	-5	0.3	-5	2	i	1	.	-1
Cc1ccc(C)c(N2CCN(C(=O)c3ccc(Cl)c(NC4=NC5CS(=O)(=O)CC5S4)c3)CC2)c1 (stereo not drawn)	27	-2	-2	0.6	-9	11	0.2	7	2.1	4
O=C(CSc1nc2ccccc2c(=O)n1-c1ccc(F)cc1)NCc1ccco1	-3	0	-1	0.9	19	-6	-0.2	0	0.2	-3
CC(CNS(=O)(=O)c1cc(Cl)ccc1Cl)CN(C)C (stereo not drawn)	-3	-1	-8	-0.6	-9	-4	-0.2	0	.	1
CC(C)c1c(Cl)c(O)c(-c2ccccc2)c(=O)n1-c1ccc(F)cc1	1	0	-1	-3.2	-20	1	-0.3	3	.	-1
C=CCNc1c2c(nc3nnnn13)CCCC2	-2	3	1	0.0	16	-7	-1.6	-1	2.3	-6
O=C(CN(c1cccc([N+](=O)[O-])c1)S(=O)(=O)c1ccccc1)N(Cc1ccccc1)Cc1ccccc1	33	-2	-2	1.3	17	-2	i	-22	.	3
Nc1ccnn1C1CCNCC1	-16	1	2	0.2	-1	2	i	1	.	-5
Cn1c(SCC(=O)Nc2ccc(F)cc2)nnc1C1CC1	-4	0	9	-0.8	1	-3	-0.7	6	2.2	-1
CCOc1ccc(NC(=O)CNC(=O)COc2ccccc2)cc1	-5	-2	-2	0.8	18	6	0.6	-9	.	7
O=C1C(Cc2ccccc2)Nc2ncnc(N3CCN(c4ccccc4)CC3)c2N1Cc1ccc(Br)cc1 (stereo not drawn)	-9	.	5&0	-1.8	.	10	i	-15	1.2	-6
Cc1ccc(C(=O)Nc2ccc(-c3csc(C)n3)cc2)cc1	3	6	-4	4.3	9	-8	i	-8	0.9	-3
Cc1ccc(NC(=O)N2CCCc3ccccc32)cc1	3	-3	1	-0.3	15	5	-0.9	10	0.4	9
Cc1ccc(N2CC(C(=O)NCCS(=O)(=O)N3CCN(c4ccc(F)cc4)CC3)CC2=O)cc1 (stereo not drawn)	1	-3	-3	-0.4	28	-1	-0.5	-2	3.0	-8
Cc1ccc(OCCCn2cc(C#N)c3ccccc32)cc1	28	2	-23	0.9	-5	-89	-4.6	-12	.	-11
O=C(Nc1cc(Cl)ccc1-n1cncn1)c1ccccc1OC(F)F	9	.	1	2.2	.	-17	-0.2	.	3.1	2
COCCCNC(=O)c1ccc(S(=O)(=O)c2ccc(C)cc2)c(NC(C)=O)c1	6	-1	-8	91*	21	-2	i	-7	2.2	0
O=C(Nc1cccc(Cl)c1Cl)Nn1cnnc1	1	11	-4	-1.6	23	-4	-0.1	-4	-0.2	-7
